# Compound activity: PubChem, Sanford-Burnham Center for Chemical Genomics
# hIAP activ = human IAP activation | activation factor at 10 µM | purified human IAP, CDP-Star luminescence, 30 min; active compounds read high; 1 = vehicle-only enzyme, 0 = enzyme-free background | 330,000 tested, 0.16% active | P09923 | AID 2524;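 active means activation factor of the enzyme at least 2-fold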; further: the source names both 10 and 20 µM as test concentration; values of inactives mirror those of a sister screen read the other way
# A3A deaminase = inhibitors of human APOBEC3A DNA deaminase. P31941. recombinant A3A, FAM/TAMRA ssDNA deamination fluorescence. inhibition, % at 20 µM. 330,000 tested, 0.41% active. AID 493011;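 active means at least 40% inhibition at 20 µM here, with at most 30% in a related deaminase screen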;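 further: plate controls were A3A with DMSO for no effect and wells lacking A3A enzyme for full effect; some results filed as inactive read as strong as hits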
# Target sequence (P31941 whole entry, looked up): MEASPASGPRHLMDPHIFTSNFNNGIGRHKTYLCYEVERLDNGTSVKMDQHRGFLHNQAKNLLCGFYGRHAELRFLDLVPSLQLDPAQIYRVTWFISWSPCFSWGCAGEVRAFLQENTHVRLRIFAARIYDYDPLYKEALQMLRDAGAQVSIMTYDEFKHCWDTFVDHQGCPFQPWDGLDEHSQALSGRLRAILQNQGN
# SENP1 FRET inh = SENP1 (human) catalytic domain inhibition; recombinant SENP1 catalytic domain, CyPet-SUMO1-YPet FRET cleavage; Q9P0U3; 360,000 tested, 0.21% active; inhibition, % at 10 µM;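 active means inhibition at least 30% at 10 µM, raw YFP signal under a set limit, fluorescence ratio 0.5 to 1.5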;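 further: 0% = enzyme with DMSO and 100% = no enzyme wells; some results filed as inactive read as strong as hits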
# Target sequence (Q9P0U3 419-644 limits assumed): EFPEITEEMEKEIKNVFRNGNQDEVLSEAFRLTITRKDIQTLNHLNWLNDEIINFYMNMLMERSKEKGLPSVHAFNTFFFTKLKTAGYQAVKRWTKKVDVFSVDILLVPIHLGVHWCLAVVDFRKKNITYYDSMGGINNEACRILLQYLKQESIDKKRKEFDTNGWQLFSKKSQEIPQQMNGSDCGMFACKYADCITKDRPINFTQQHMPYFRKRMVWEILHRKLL
#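 Compound: 10 µM single point, 0.5% DMSO; Test system: hSENP1 catalytic domain, recombinant; Timing: 50 min reaction at room temperature; Technique: FRET, CFP and YFP emission; Control set: no-enzyme wells low, DMSO-plus-enzyme wells high control.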
# hIAP inh = human IAP inhibition. AID 2544. purified IAP, CDP-Star luminescence, 30 min. 330,000 tested, 0.12% active. P09923. inhibition, % at 10 µM;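 active means inhibition reaching a set limit with compound at 10 µM in the primary screen, cut at about 35% in these data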;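 further: plate controls were DMSO wells with enzyme for no effect and no-enzyme buffer wells for full effect; values of inactives mirror those of a sister screen read the other way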
# MIN6 prolif = MIN6 beta-cell proliferation induction. MIN6 cells proliferation, ATPlite luminescence, 48 h; cells starved in 0.2% serum; 100% = growth in 10% serum. proliferation, % at 10 µM. 330,000 tested, 0.29% active. AID 2380;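 active means compounds whose signal lies at least 3.5 SD above the mean of all wells on their plate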;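 further: 0% = DMSO-treated cells in low-serum medium and 100% = 10% serum control; some compounds called inactive have numbers as strong as hits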
# APOBEC3G inh = blocks human APOBEC3G single-stranded DNA deamination; Q9HC16; inhibition, % at 20 µM; 330,000 tested, 0.28% active; AID 493012; recombinant A3G, ssDNA deamination FAM/TAMRA fluorescence;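 active means inhibition of at least 40% at 20 µM, with no more than 30% in the related APOBEC3A deaminase screen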;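 further: plate controls were DMSO wells with A3G for no effect and wells lacking A3G enzyme for full effect; some compounds called inactive have numbers as strong as hits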
# Target sequence (Q9HC16 whole entry, looked up): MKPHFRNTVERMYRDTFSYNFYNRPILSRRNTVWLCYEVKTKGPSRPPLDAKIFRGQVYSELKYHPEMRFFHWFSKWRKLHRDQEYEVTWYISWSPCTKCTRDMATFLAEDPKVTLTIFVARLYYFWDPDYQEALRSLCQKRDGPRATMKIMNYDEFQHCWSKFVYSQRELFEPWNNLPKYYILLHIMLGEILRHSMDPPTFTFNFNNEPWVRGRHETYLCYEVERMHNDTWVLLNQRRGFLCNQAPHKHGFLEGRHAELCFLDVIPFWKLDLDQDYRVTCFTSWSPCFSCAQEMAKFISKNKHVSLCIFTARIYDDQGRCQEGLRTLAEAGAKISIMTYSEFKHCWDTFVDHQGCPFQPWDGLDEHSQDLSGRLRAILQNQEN
# mIAP block = blocks mouse intestinal alkaline phosphatase | purified mouse IAP, CDP-Star luminescence, 30 min | AID 2806 | inhibition, % at 10 µM | 330,000 tested, 0.2% active;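 active means inhibition of at least 40% at 10 µM in the primary screen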;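 further: plate controls were DMSO with enzyme for no effect and no enzyme wells for full effect; values of inactives mirror those of a sister screen read the other way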
# mIAP activ = increases mouse intestinal alkaline phosphatase activity | muIAP, CDP-Star luminescence, 30 min; active compounds read high; 1 = vehicle-only enzyme signal, 0 = enzyme-free wells | activation factor at 10 µM | 330,000 tested, 0.24% active;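 active means activation factor of at least 2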; further: the source names both 10 and 20 µM as test concentration; values of inactives mirror those of a sister screen read the other way
#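 Assay system: mouse IAP enzyme; Reagent: CDP-Star chemiluminescent phosphatase substrate; Compound: DMSO-dissolved test compounds; Incubation: 30 min, room temperature; Technique: luminescence from enzymatic CDP-Star hydrolysis; Controls: DMSO-only wells and no-enzyme negative control.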
# NALP3 yeast inh = blocks the NALP3 inflammasome reconstituted in yeast; Yeast reconstituted NLRP3/ASC/caspase-1, beta-gal luminescence, 24 h; inhibition, % at 10 µM; 330,000 tested, 0.39% active; AID 2825;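 active means inhibition of 50% or more; inactive means inhibition below 50%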;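 further: plate controls were induced DMSO wells for no effect and uninduced yeast grown without galactose for full effect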
# * = called active by the depositor; . = not tested or not shown. This is a subset; the hit share may differ from the screen's.
SMILES,hIAP activ,A3A deaminase,SENP1 FRET inh,hIAP inh,MIN6 prolif,APOBEC3G inh,mIAP block,mIAP activ,NALP3 yeast inh
C#CCOCCOCCOCCNc1nc(N2CCN(C(=O)[C@H](CCC(=O)O)n3cc([C@@H](N)CO)nn3)CC2)nc(N2CCN(C(=O)[C@H](CCC(=O)O)n3cc([C@@H](N)CCSC)nn3)CC2)n1,0.98,-3,-1,2,-1,-7,-8,1.1,2
CCCCn1c(N)c(N(CCOC)C(=O)CCNC(=O)c2ccccc2Cl)c(=O)[nH]c1=O,0.91,8,-5,9,2,-8,4,0.96,16
Cc1ccc(S(=O)(=O)N2CCN(C(=O)COC(=O)COc3ccccc3)CC2)cc1,1.1,0,3,-6,0,-4,-3,1,-2
Cn1ccnc1CN1CCN(C(=O)c2cc(COc3ccc(F)c(F)c3)on2)CC1,1,-5,0,-4,6,-3,8,0.92,19
COc1ccc(C2CC3(O)NC(=O)C(C#N)(C3C)C2(C#N)C#N)cc1 (stereo not given),1.1,0,2,-6,-2,0,5,0.95,8
Cc1cc(C)n(-c2cc(Cl)ccc2[N+](=O)[O-])n1,1.1,2,1,-6,0,-8,6,0.94,-21
COc1cccc(F)c1C(C[N+](=O)[O-])c1c(N)n(C)c(=O)n(C)c1=O (stereo not given),1.3,0,1,-25,-6,-2,-1,1,64*
CS(=O)(=O)N1CCN(C(=O)c2ccncc2)CC1,0.94,-1,1,6,0,-1,-10,1.1,3
O=C(NC(=S)Nc1nc(-c2cccc3ccccc23)cs1)c1cc2ccccc2o1,0.89,-1,2,11,0,-2,0,0.99,5
CC(=O)OCP(C)(=O)COC(C)=O,0.98,-2,-1,2,3,-6,-15,1.1,2
CC(C)(C)c1ccc(C(=O)N2CCC(C(=O)NCc3ccncc3)CC2)cc1,1.1,-6,3,-15,1,-6,-10,1.1,-3
O=C(COc1ccc(Cl)cc1)Nc1cccc(S(=O)(=O)NC2=NCCCCC2)c1,1.1,-3,2,-5,-3,-10,-4,1,3
CSCc1c(C(=O)NC2CCCc3ccccc32)oc2ccccc12 (stereo not given),1,0,-1,-3,-4,-4,10,0.9,16
C=CC[C@@H]1C=C[C@H](O/N=C/c2ccc(C(=O)N3[C@H](c4ccc(C)cc4)[C@@H](C)CC[C@H]3C(=O)OC)cc2)[C@@H](CO)O1,0.88,0,.,12,-7,-1,3,0.97,9
Cc1ccc(NC(=O)c2cc([N+](=O)[O-])ccc2N2CCOCC2)cc1C,1.1,0,-2,-6,1,-7,10,0.9,26

# 3 of these compounds, reformatted:
mol | hIAP activ | A3A deaminase | SENP1 FRET inh | hIAP inh | MIN6 prolif | APOBEC3G inh | mIAP block | mIAP activ | NALP3 yeast inh
CCCCn1c(N)c(N(CCOC)C(=O)CCNC(=O)c2ccccc2Cl)c(=O)[nH]c1=O | 0.91 | 8 | -5 | 9 | 2 | -8 | 4 | 0.96 | 16
Cc1ccc(S(=O)(=O)N2CCN(C(=O)COC(=O)COc3ccccc3)CC2)cc1 | 1.1 | 0 | 3 | -6 | 0 | -4 | -3 | 1 | -2
Cn1ccnc1CN1CCN(C(=O)c2cc(COc3ccc(F)c(F)c3)on2)CC1 | 1 | -5 | 0 | -4 | 6 | -3 | 8 | 0.92 | 19

# Returning to the listing; the 4 compounds before the break are reprinted first.
SMILES,hIAP activ,A3A deaminase,SENP1 FRET inh,hIAP inh,MIN6 prolif,APOBEC3G inh,mIAP block,mIAP activ,NALP3 yeast inh
O=C(COc1ccc(Cl)cc1)Nc1cccc(S(=O)(=O)NC2=NCCCCC2)c1,1.1,-3,2,-5,-3,-10,-4,1,3
CSCc1c(C(=O)NC2CCCc3ccccc32)oc2ccccc12 (stereo not given),1,0,-1,-3,-4,-4,10,0.9,16
C=CC[C@@H]1C=C[C@H](O/N=C/c2ccc(C(=O)N3[C@H](c4ccc(C)cc4)[C@@H](C)CC[C@H]3C(=O)OC)cc2)[C@@H](CO)O1,0.88,0,.,12,-7,-1,3,0.97,9
Cc1ccc(NC(=O)c2cc([N+](=O)[O-])ccc2N2CCOCC2)cc1C,1.1,0,-2,-6,1,-7,10,0.9,26
Cc1nc2sccn2c(=O)c1S(=O)(=O)NCCc1ccc(Cl)cc1,0.89,-3,1,11,-2,-5,4,0.96,11
COc1ccc(N=C2SC(C(N)=O)CC(=O)N2CCc2ccc(OC)c(OC)c2)cc1 (stereo not given),1.2,2,2,-18,-3,-2,44*,0.56,12
CC(C)(C)NC(=O)/C=C/c1ccc(C(F)(F)F)cc1,1.3,-2,0,-26,0,-11,-6,1.1,6
Cc1nc(NC(=O)c2ccccc2O)sc1C,0.95,-2,1,5,-2,-2,-10,1.1,19
O=C(O)COc1cnc2ccccc2n1,1,5,-31,-1,0,3,1,0.99,2
O=C1CSC(c2cccnc2)N1c1ccccc1 (stereo not given),0.97,-1,1,3,2,-5,2,0.98,5
Cc1ccc(CN(CC(O)COc2cccc3[nH]cc(C)c23)C(C)(C)C)cc1 (stereo not given),0.89,-3,-1,11,-6,1,-10,1.1,-2
NCC(O)COc1ccc2c(c1)OCO2 (stereo not given),0.86,0,-4,14,0,-9,0,1,13
Cc1ccc(NC(=O)C2CC(O)CN2C(=O)OCc2ccccc2)cc1C (stereo not given),1.1,-6,1,-7,-1,-11,2,0.98,-1
O=C(NCCc1c[nH]c2ccccc12)/C(=C\c1cccnc1)NC(=O)c1cccs1,0.98,-2,1,2,4,-1,-7,1.1,-2
Cc1cccc(OC(C)C(=O)Nc2ccccc2C(=O)N2CCCCC2)c1 (stereo not given),0.82,-1,-1,18,5,-5,-6,1.1,-1
NS(=O)(=O)c1ccc(CNC(=O)c2sccc2-c2ccccc2)cc1,0.92,-3,2,8,-1,-6,0,1,9
O=C(O)/C=C/c1cn(Cc2ccccc2)nc1-c1cccnc1,1.1,-13,1,-14,-2,14,-5,1.1,10
CCOc1ccc(/C=N/NC(=O)c2cc(-c3ccco3)nc3ccccc23)cc1,1.1,-1,-2,-10,-2,-3,24,0.76,6
COc1ccc(-c2csc(NC(=S)NC(=O)c3ccc(S(=O)(=O)N(C)C)cc3)n2)cc1OC,1,-6,2,-4,-2,-8,25,0.75,8

# The last 2 entries of the section above open the next one:
SMILES,hIAP activ,A3A deaminase,SENP1 FRET inh,hIAP inh,MIN6 prolif,APOBEC3G inh,mIAP block,mIAP activ,NALP3 yeast inh
CCOc1ccc(/C=N/NC(=O)c2cc(-c3ccco3)nc3ccccc23)cc1,1.1,-1,-2,-10,-2,-3,24,0.76,6
COc1ccc(-c2csc(NC(=S)NC(=O)c3ccc(S(=O)(=O)N(C)C)cc3)n2)cc1OC,1,-6,2,-4,-2,-8,25,0.75,8
CCn1ccnc1[C@@H]1C[C@H]2CN(Cc3ccccc3OC)C(=O)[C@]23CCCN13,1.2,-6,2,-22,1,-10,-2,1,12
CC1CCN(c2cc(N3CCOCC3)c([N+](=O)[O-])cc2F)CC1,0.95,0,10,5,4,-3,35,0.65,-2
CC(CCc1ccccc1)NC(=O)CN1C(=O)NC2(CCCCC2)C1=O (stereo not given),0.93,18,2,7,0,-3,-6,1.1,16
O=C(COc1ccccc1[N+](=O)[O-])Nc1ccccc1N1CCCC1,1,-1,0,0,4,-6,0,1,30
C=CCN(CC(=O)NCC1CCCO1)C(=O)CCC(=O)Nc1cc(C)on1 (stereo not given),1.2,-8,2,-17,-2,-5,0,1,-4
Cc1cccc(NC(=O)Cc2nnc(NC(=O)Nc3ccccc3F)s2)c1,0.95,2,-2,5,-1,-4,9,0.91,9
COc1ccc(CCNC(=O)CCS(=O)(=O)c2ccc(C)cc2)cc1OC,1,2,2,-1,0,-2,5,0.95,5
CCOC(=O)N1CCC(NC(=O)c2ccc3c(c2)N(C)C(=O)/C(=C/c2cccc(OC)c2)S3)CC1,0.9,-4,2,10,-5,-3,9,0.91,15
COc1cccc(CSc2nnnn2-c2ccc(O)cc2)c1,1.1,-2,1,-14,0,-7,2,0.98,19
CCCN(CCC)c1nc2ccccc2nc1C(C#N)C(=O)OCCOC (stereo not given),0.82,-2,-36,18,2,-4,5,0.95,18
CCCCC(CCC(=O)Nc1nccs1)C(=O)O (stereo not given),1.3,-1,2,-35,-2,3,-5,1.1,22
O=c1cc(O)nc(-c2ccccc2)s1,1,-2,-11,-1,1,5,9,0.91,6
O=C(COC(=O)c1ncc(Cl)c(Cl)c1Cl)NNC(=O)c1ccccc1,1.1,2,4,-9,2,-4,10,0.9,8
CCCCCCCCCOC(=O)C[n+]1csc(CCO)c1C,1.3,-2,1,-26,3,-4,20,0.8,23
COc1ccc(CCC(=O)NNC(=O)Cn2nc(C)cc2C)cc1,1.3,1,3,-35,-3,-5,6,0.94,13
CCOc1ncccc1C(=O)OCC(=O)Nc1ccc(S(=O)(=O)N2CCCC2)cc1,0.99,9,2,1,2,1,3,0.97,1
O=C(COC(=O)CCC(=O)c1ccc(F)cc1)Nc1nnc(-c2ccccc2)o1,1.2,-3,2,-25,0,-10,0,1,17
CC(N=Cc1cccc(O)c1O)c1ccccc1 (stereo not given),0.8,6,6,20,-4,13,60*,0.4,9
COc1ccc(C(C)N2CC34C=CC(O3)C(C(=O)OCC(C)C)C4C2=O)cc1 (stereo not given),1,-4,.,0,0,-4,10,0.9,3
COCCn1c(=O)[nH]c(=O)c2c1nc(-c1ccc(-c3ccc(Cl)cc3[N+](=O)[O-])o1)n2Cc1ccccc1,1.2,3,-74,-15,0,6,16,0.84,19
C/C(=N\NC(=O)c1cc(-c2ccccn2)nc2ccccc12)c1cccc([N+](=O)[O-])c1,1.1,5,1,-10,-1,-1,7,0.93,6
CC(C)N1CCC(N2CCN(Cc3cc(F)ccc3-n3cccn3)CC2CCO)CC1 (stereo not given),1,8,-3,-3,-1,-7,6,0.94,8
CC(=O)c1cc(CN2CCN(C3CCN(C(C)C)CC3)C(CCO)C2)cs1 (stereo not given),1,-2,0,0,4,-7,2,0.98,-23
Cc1cc(=O)n2nc(N3CCCC(C(=O)N4CCOCC4)C3)sc2n1 (stereo not given),1.2,-2,2,-18,1,-2,4,0.96,5
COc1ccc(CNC(=O)c2ccc(NC(=O)C3CCCO3)cc2)cc1 (stereo not given),0.75,3,1,25,-1,-1,-8,1.1,11
COC1CCN(Cc2c(C(=O)N3CCc4ccccc4C3)nc3ccc(Cl)cn23)CC1,1.1,1,-4,-9,1,-8,-1,1,3
Cc1ccc(NC(=O)CSc2nnc(COc3ccc(C#N)cc3)n2-c2ccccc2)cc1C,0.9,0,1,10,-3,-2,3,0.97,10
CCOc1ccc2ccccc2c1/C=N/NC(=O)CNC(=O)c1ccccc1F,0.82,0,0,18,0,-4,2,0.98,31
